DDE Tn6 FP inh = disrupts Tn6 cyclic peptide binding to fibrin D-Dimer-E complex; P02675; Fibrin DD(E) TRITC-Tn6 fluorescence polarization displacement; inhibition, % at 8.3 µM; 370,000 compounds, 0.21% hits; AID 720509;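 active = inhibition above a per-campaign cutoff: mean of compounds within control limits plus 3 SD, cut at about 15% in these data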;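 note: 0% = median of all compound wells on the plate and 100% = blocking peptide control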
ASAP1 inh = blocks human ASAP1-stimulated Arf1 GTP hydrolysis; Q9ULH1; GDP FP detection; inhibition, % at 16.5 µM; 360,000 compounds, 0.19% hits; in the data active = inhibition above about 25%;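 note: 0% = vehicle with enzyme and substrate and 100% = no enzyme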
UHRF1 binding = UHRF1 methyl-DNA binding inhibition. Q96T88. UHRF1 binding to methylated oligo, TR-FRET. inhibition, % at 4.4 µM. 370,000 compounds, 0.75% hits. AID 687016; in the data active = inhibition above about 21%;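 note: UHRF1 SRA domain binding a hemimethylated CpG hairpin DNA probe; 0% = median of test compound wells and 100% = reference inhibitor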
Target sequence (Q96T88 whole entry, looked up, the tested form may be a part): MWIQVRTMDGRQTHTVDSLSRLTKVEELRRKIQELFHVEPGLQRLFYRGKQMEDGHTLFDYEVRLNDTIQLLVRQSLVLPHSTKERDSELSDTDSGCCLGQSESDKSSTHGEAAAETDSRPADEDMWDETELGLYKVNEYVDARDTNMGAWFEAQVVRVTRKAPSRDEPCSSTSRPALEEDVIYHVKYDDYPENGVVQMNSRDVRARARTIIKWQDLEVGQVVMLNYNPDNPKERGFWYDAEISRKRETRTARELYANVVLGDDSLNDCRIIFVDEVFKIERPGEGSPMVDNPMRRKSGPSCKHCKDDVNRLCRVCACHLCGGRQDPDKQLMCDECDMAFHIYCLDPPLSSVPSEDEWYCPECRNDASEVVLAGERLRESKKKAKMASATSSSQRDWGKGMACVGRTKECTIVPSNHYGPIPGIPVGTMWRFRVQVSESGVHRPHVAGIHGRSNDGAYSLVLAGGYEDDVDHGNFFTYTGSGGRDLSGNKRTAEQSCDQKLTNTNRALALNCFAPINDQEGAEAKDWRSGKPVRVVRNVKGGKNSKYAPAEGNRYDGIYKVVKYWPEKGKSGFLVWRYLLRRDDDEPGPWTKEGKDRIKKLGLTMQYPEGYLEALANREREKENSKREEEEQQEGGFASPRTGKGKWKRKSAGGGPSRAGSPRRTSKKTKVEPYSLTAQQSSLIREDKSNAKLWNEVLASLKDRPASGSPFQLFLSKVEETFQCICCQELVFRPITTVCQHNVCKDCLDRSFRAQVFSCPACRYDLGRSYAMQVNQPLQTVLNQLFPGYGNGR
PLCb3 inh = inhibitors of human phospholipase C beta3; Purified PLC-beta3, fluorogenic substrate, fluorescence; inhibition, % at 12.2 µM; Q01970; 370,000 compounds, 0.18% hits; AID 720704; in the data active = inhibition above about 11%;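 note: 0% = median of compound wells on plate and 100% = full blocker control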
PLC-gamma1 inh = blocks human PLC-gamma1 enzyme activity. P19174. AID 720700. 370,000 compounds, 0.84% hits. inhibition, % at 12.2 µM. purified PLC-gamma1, fluorogenic substrate, fluorescence; in the data active = inhibition above about 9.5%
ADAM17 inh = ADAM17 inhibition, QFRET primary screen; P78536; 370,000 compounds, 0.83% hits; recombinant ADAM17, EDANS/DABCYL FRET peptide cleavage; inhibition, % at 6.95 µM;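 active = inhibition above the mean of compounds lying between control limits plus 3 SD, set per campaign, cut at about 8.5% in these data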;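 note: 0% = DMSO-only wells as the low control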
MBD2 DNA inh = MBD2-methylated oligo binding inhibition; 370,000 compounds, 0.31% hits; TR-FRET, MBD2 binding to methylated oligonucleotide; Q9UBB5; inhibition, % at 4.4 µM; in the data active = inhibition above about 13%
ARFGAP1 inhibitor = rat ARFGAP1 inhibition; Q62848; Arfgap1-stimulated ARF1 GTP hydrolysis, GDP FP detection; inhibition, % at 16.5 µM; 360,000 compounds, 0.26% hits; AID 651572;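 active = inhibition above a per-plate limit, mean inhibition of low control wells plus 3 SD, cut at about 25% in these data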;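 note: 0% = DMSO wells with enzyme and 100% = wells lacking Arfgap1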
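Material: truncated rat Arfgap1 GAP domain; Incubation: compound-enzyme preincubation 20 min, reaction 120 min, detection 60 min, 25 °C; Read-out: percent inhibition of Arfgap1-stimulated GTP hydrolysis; Technique: FP, GDP Alexa 633 tracer displaced from anti-GDP antibody, 620/688 nm; Controls: No-Arfgap1 wells (100%) versus DMSO full-reaction wells (0%); Replication: single well per compound.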
DDE Tn7 FP inh = inhibitors of Tn7 peptide binding to human fibrin DD(E). P02675. inhibition, % at 8.3 µM. AID 720508. 370,000 compounds, 0.13% hits. FP displacement of FITC-Tn7 peptide from fibrin DD(E); 0% = median of compound wells per plate;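 active = inhibition above the mean of compounds falling within the control limits plus 3 SD of them, cut at about 14% in these data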;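 note: 0% = plate median of compound wells and 100% = 10 µM Aha-Tn7 peptide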
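system = human fibrin DD(E) protein | quantity = DD(E) 2 µM final | medium = Tris/NaCl/CaCl2 buffer, pH 7.8 | also added = labelled Tn7 tracer, 0.1 µM | compound dosing = single point at 8.3 µM | timing = compound with protein 10 min, then 3 h after probe, room temperature | signal = FP measurement | benchmarks = Aha-Tn7 high control | repeats = one replicate per compound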
KLK7 zymogen act = activates the human kallikrein-7 zymogen; P49862; purified proKLK7, EDANS-DABCYL substrate fluorescence; 100% is mature enzyme control, 0% vehicle; activation, % at 7 µM; 370,000 compounds, 0.9% hits; AID 652039;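 active = activation above the mean of all tested compounds plus 3 SD, computed per campaign excluding outliers beyond control limits, cut at about 13% in these data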
Target sequence (P49862 whole entry, looked up): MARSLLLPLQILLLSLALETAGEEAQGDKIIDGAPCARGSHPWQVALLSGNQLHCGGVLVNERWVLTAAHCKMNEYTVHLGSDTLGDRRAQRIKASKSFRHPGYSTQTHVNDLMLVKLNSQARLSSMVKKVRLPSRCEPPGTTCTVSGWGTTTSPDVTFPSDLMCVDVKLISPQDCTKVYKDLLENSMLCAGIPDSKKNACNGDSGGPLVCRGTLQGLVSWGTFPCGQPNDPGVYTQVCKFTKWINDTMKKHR
An asterisk follows results filed as active; . = no result given.

DDE Tn6 FP inh,ASAP1 inh,UHRF1 binding,PLCb3 inh,PLC-gamma1 inh,ADAM17 inh,MBD2 DNA inh,Molecule,ARFGAP1 inhibitor,DDE Tn7 FP inh,KLK7 zymogen act
-3,12,1,-2,4,2,0,O=C1NCCSC1c1ccccc1 (stereo unspecified),6,-4,1.1
-1,-14,0,0,-1,-5,8,CC(C)N(c1ccccc1)c1ccc(NC(=O)C2CCCO2)cc1 (stereo unspecified),5,2,0.6
-4,9,-2,-3,-4,-3,-1,CN=CC1=C(O)CC(C)(C)CC1=O,-12,6,0.0
7,-10,0,-34,-30,-42,0,COc1ccc(-c2ccc(C(=O)NCc3ccncc3)c3occc23)c(C)c1,8,-2,-3.8
6,14,-2,-1,0,-1,1,CC(Sc1nnnn1-c1ccc(Cl)cc1)C(=O)NCC(=O)Nc1ccc(F)c(F)c1F (stereo unspecified),-2,0,0.6
-6,13,5,0,-2,-7,7,CC1(C)OC(=O)N(CC(=O)Nc2ccccc2)C1(C)O (stereo unspecified),4,3,0.6
-1,-5,-2,-8,-1,-3,1,COc1ccc(CN2CCNC(=O)C2CC(=O)NCc2cccc(C)n2)c(OC)c1 (stereo unspecified),4,-2,0.1
-1,3,-1,-8,-4,-2,-5,CCN(CC)c1ccc(NS(=O)(=O)c2ccc3c(c2)oc(=O)n3C)c(C)c1,5,5,1.3
4,3,-1,-14,-9,1,0,COc1cccc(-n2cnc3scc(-c4cccs4)c3c2=O)c1,0,5,0.7
-3,0,1,-4,-1,-4,2,Cc1ccc(CSCCNC(=O)c2ccc(C)cc2)cc1,5,-3,0.4
-11,6,4,-11,4,-4,1,COc1cc(CNCCc2c[nH]c3ccccc23)cc(Cl)c1OCC(N)=O,10,2,1.0
1,7,-4,-2,2,2,3,Cc1ccc(-n2c(CNc3ccc(F)cc3)nnc2SCC(=O)N2CCOCC2)cc1,-1,-4,0.0
-1,9,5,-2,-4,-1,2,Cc1cccc(NS(=O)(=O)c2cnc(Cl)c(Br)c2)n1,-1,-1,-0.4
-5,-19,5,-1,0,3,0,NC1=NC(=Nc2cccc(Cl)c2)c2ccccc21,-6,4,-0.9
-2,3,6,1,0,-18,3,COc1cc2[nH]c(=O)n(CCCCCC(=O)NCCCN3CCCC3=O)c(=O)c2cc1OC,10,5,-0.5
-2,-3,-2,-5,1,-2,1,CCC(Cc1ccccc1)NC(=O)Cn1cccc1C(=O)c1ccccc1 (stereo unspecified),-3,3,0.0
0,12,-3,2,2,-2,1,Cc1ccc(Oc2cc(NC(=O)CCCn3nc(C)c([N+](=O)[O-])c3C)cc([N+](=O)[O-])c2)cc1,3,-3,-0.1
-1,7,2,2,1,1,3,CC(=O)c1c(C)[nH]c(C(=O)Nc2cc(S(=O)(=O)N(C)C)ccc2C)c1C,-3,-10,-0.6
6,-4,11,4,2,0,-1,COc1ccc(C2N(c3ccccc3)CCN2c2ccccc2)cc1O,7,1,-0.1
10,-4,2,1,1,-1,-3,O=C(OCC(=O)N(C1CCCCC1)C1CCCCC1)c1ccc(Cl)nc1,2,-7,-0.3

Further records:
DDE Tn6 FP inh,ASAP1 inh,UHRF1 binding,PLCb3 inh,PLC-gamma1 inh,ADAM17 inh,MBD2 DNA inh,Molecule,ARFGAP1 inhibitor,DDE Tn7 FP inh,KLK7 zymogen act
1,18,0,-12,-7,-8,4,COC(=O)c1ccc2c(=O)n(CCN3CCOCC3)c(SCC(=O)NCc3ccccc3)nc2c1,-8,13,1.2
-3,4,1,0,-2,-5,4,CCCNC(=O)C1(C)CCN(Cc2ccc(OC)c3ccccc23)C1 (stereo unspecified),2,2,0.3
-7,0,1,-3,-1,-4,0,CC(=O)N/N=C(\N)c1nonc1N,-3,7,0.3
5,6,0,-2,6,3,-1,COC(=O)c1cnc(Oc2ccc(NC(=O)NC(=O)c3ccccc3Cl)cc2)cc1C(F)(F)F,2,3,-0.5
-7,15,2,3,1,-1,-2,COCCNC(=O)C1(C)CCN(Cc2ccc(C(C)C)cc2)C1 (stereo unspecified),-12,-13,0.0
2,-12,-1,-5,2,-9,-5,CCCCN(C(=O)c1cccc(S(=O)(=O)N2CCN(C)CC2)c1)c1c(N)n(CCCC)c(=O)[nH]c1=O,6,1,-0.1
-2,-13,-1,-3,-4,0,4,COc1ccc(-c2ccc(SCc3cccnc3)nn2)cc1OC,-1,2,0.1
-2,-5,-1,-7,3,-2,-4,CCN(CC)CCCN1C(=O)C2C(C(=O)Nc3ccc(C(C)C)cc3)C3C=CC2(O3)C1C(=O)NC1CCCCC1 (stereo unspecified),0,-6,-0.2
6,1,-1,-5,0,1,0,O=C(Nc1cccnc1)c1cccc([N+](=O)[O-])c1,-10,1,-0.3
2,9,-2,6,5,1,-1,O=C(C1CCC(Cn2c(=O)[nH]c3ccccc3c2=O)CC1)N1CCN(c2ccccc2)CC1 (stereo unspecified),-2,0,0.0
2,-8,0,1,2,1,3,CCN(CC)C(=O)CSc1nc2ccccc2c(=O)n1CC1CCCCC1,-13,-8,0.8
0,5,0,-7,2,-4,8,CC1CN(c2ccc(NS(=O)(=O)c3ccccc3)cc2C(=O)O)CC(C)O1 (stereo unspecified),9,1,0.0
-6,-3,2,-3,2,1,4,COc1ccc(CNC(=O)CNC(c2ccccc2)c2ccccc2)cc1OC,-3,-10,-0.5
8,-4,1,-3,-1,4,0,NC(=S)N/N=C/c1ccccc1OCCSc1ccc(Cl)cc1,1,-7,-1.0
-1,-7,-1,-1,-2,-3,-1,Nc1n[nH]c(C(F)(F)F)c1-c1ccccc1,-5,9,-0.2
2,6,-1,-141,-91,-29,-4,CCCN1CCN(C(=O)C2CCN(c3nnc(C)c4c(C)n(-c5ccc(C)cc5)nc34)CC2)CC1,-1,-8,1.9
-3,.,0,-4,-3,-1,0,CCCC1CCC2(CC1)CCC2OC(=S)NCc1cccc(OC)c1 (stereo unspecified),.,5,.
4,7,1,0,4,6,-1,COc1cc(CCC(=O)Nc2cccc(C(F)(F)F)c2)cc(OC)c1OC,0,-10,-0.1
1,5,4,-3,0,4,81*,Cc1cccc(N2CC(C(=O)Nc3cccc(S(=O)(=O)N4CCCCC4)c3)CC2=O)c1C (stereo unspecified),8,2,0.8
1,-5,5,4,3,4,1,COC(=O)/C(=N\Nc1ccccc1)Sc1nnc(-c2ccc(OC)cc2)n1C,-1,-2,-0.4

(more compounds)
DDE Tn6 FP inh,ASAP1 inh,UHRF1 binding,PLCb3 inh,PLC-gamma1 inh,ADAM17 inh,MBD2 DNA inh,Molecule,ARFGAP1 inhibitor,DDE Tn7 FP inh,KLK7 zymogen act
-8,16,-1,6,3,-2,-3,Cn1nnc(NC(=O)C(c2ccccc2)c2ccccc2)n1,-3,-1,-0.2
-3,0,3,-4,-1,2,6,COc1ccc(Oc2ccc(C(F)(F)F)cc2NC(=O)c2ccc(F)cc2)cc1,-31,-6,0.1
0,21,1,0,5,-1,2,COc1ccc(N2CCN(C(CNC(=O)C(C)(C)C)c3cccnc3)CC2)cc1 (stereo unspecified),13,-6,-0.5
-1,-8,4,-1,-3,-5,1,COc1ccc(CN2CCC(C)(Oc3cccc(F)c3)C2)c2ccccc12 (stereo unspecified),7,3,-0.6
8,11,8,5,-1,0,1,Clc1cccc(NCc2ccccc2)n1,5,1,-0.1
-8,6,0,-7,-3,0,1,CC(=O)N1CCCC(N2CCN(c3cccc(C(F)(F)F)c3)CC2)C1 (stereo unspecified),2,1,-0.3
-3,-6,3,-13,1,-5,1,Cc1nc(SCC(=O)c2ccc(F)c(F)c2)[nH]c(=O)c1Oc1ccc(F)cc1,-12,5,0.5
-6,5,-2,2,3,1,3,Cc1ccc(OCc2nnc(SCc3cc(=O)[nH]c4ccccc34)n2-c2ccccc2)cc1,-6,-3,0.9
5,-20,-4,2,8,3,-4,Cc1nnc2c(SC(C)C)nc3ccccc3n12,-10,4,-0.3
-5,13,-1,-5,0,-2,3,O=C(Nc1c[nH]c(=O)[nH]c1=O)c1cccc([N+](=O)[O-])c1,-9,-3,-0.3
6,9,0,9,7,2,-7,COc1cc(C(=O)NC(=S)N2CCN(C)CC2)cc(OC)c1OC,3,-11,0.4
-4,5,0,-3,-1,-3,4,COc1cccc(-c2ncc3ccccc3c2COC(=O)c2cccc(Br)c2)c1,2,1,0.3
1,3,-3,-6,3,-4,3,Brc1ccc(-c2csc(N3CCc4ccccc4C3)n2)cc1,-6,3,-0.3
4,7,-1,3,2,0,-1,C=CCNC(=O)CCCC(=O)NCC=C,0,-1,-0.6
-1,-9,-1,6,6,1,-5,CCOc1ccc(C(=O)C2CCN(CC(=O)Nc3ccccc3N3CCOCC3)CC2)cc1,-2,-2,0.3
2,22,-1,5,-2,-3,-1,Cc1cccc(OCC2CCCN(Cc3nc(C4CC4)no3)C2)c1 (stereo unspecified),-7,-5,0.0
-4,12,2,-1,1,1,-6,CC(Oc1ccc(-c2ccccc2)c(F)c1)c1ccn(S(=O)(=O)c2ccc(Cl)cc2)n1 (stereo unspecified),3,-7,-0.3
1,-9,-2,5,5,2,1,CCC1Oc2ccccc2N(CC(=O)NCCN2C(C)CCCC2C)C1=O (stereo unspecified),19,-10,0.1
2,20,0,-36,-32,-61,-4,O=c1[nH]c2cc3c(cc2cc1CN(CCCO)Cc1nnnn1Cc1ccc(F)cc1)OCO3,0,1,1.7
2,4,1,0,1,0,1,O=C(Cc1ccccn1)Nc1ccccc1,-3,-4,0.1

Other records:
DDE Tn6 FP inh,ASAP1 inh,UHRF1 binding,PLCb3 inh,PLC-gamma1 inh,ADAM17 inh,MBD2 DNA inh,Molecule,ARFGAP1 inhibitor,DDE Tn7 FP inh,KLK7 zymogen act
1,-1,-1,2,1,1,-5,Cc1nn(C(=O)CNS(=O)(=O)c2ccccc2)c(C)c1Sc1ccc(Cl)cc1,-3,4,0.6
-5,-5,0,-17,-16,-5,7,O=C(c1cc2sccc2n1Cc1ccccc1)N1CCCc2ccccc21,10,-6,-2.6
-8,1,-3,2,1,-6,3,CCOc1ccccc1CN1C(=O)NC2(CCCCCC2)C1=O,12,2,-0.2
3,3,-1,3,2,1,-1,O=C(CCC(=O)Nc1ccc(F)cc1)N/N=C/c1cc([N+](=O)[O-])ccc1O,-1,8,-0.1
-5,-10,0,-7,2,-3,-2,COC(=O)c1ccc2c(=O)n(Cc3ccc4c(c3)OCO4)c(SCC(=O)N3CCCC3)nc2c1,-12,-6,0.3
6,-4,-2,0,-3,0,3,COc1ccc(C=NCCC2(O)CC(C)N(C)CC2C)cc1 (stereo unspecified),-9,4,0.6

In the list so far, these contain bromine:
DDE Tn6 FP inh,ASAP1 inh,UHRF1 binding,PLCb3 inh,PLC-gamma1 inh,ADAM17 inh,MBD2 DNA inh,Molecule,ARFGAP1 inhibitor,DDE Tn7 FP inh,KLK7 zymogen act
-1,9,5,-2,-4,-1,2,Cc1cccc(NS(=O)(=O)c2cnc(Cl)c(Br)c2)n1,-1,-1,-0.4
-4,5,0,-3,-1,-3,4,COc1cccc(-c2ncc3ccccc3c2COC(=O)c2cccc(Br)c2)c1,2,1,0.3
1,3,-3,-6,3,-4,3,Brc1ccc(-c2csc(N3CCc4ccccc4C3)n2)cc1,-6,3,-0.3

Screening data as filed in PubChem.
